RmlC RmlD mix: mixture blocks RmlC and RmlD coupled enzyme activity | RmlC/RmlD coupled enzyme inhibition, 384-well mixture HTS | inhibition, % at 5.5 µM | actives 0.39% (n = 110,000) | AID 1532; in the data active = inhibition above about 30%, passing the limit was not always enough; inconclusive = no clear call, values can overlap the other calls; also: strong numbers were not always called active
HIV RNase H inh: inhibitors of HIV-1 reverse transcriptase RNase H | actives 1.9% (n = 65,000) | RT-RNase H RNA/DNA duplex cleavage, fluorescence | P04585 | inhibition, % at 10 µM; in the data active = inhibition above about 50%
An asterisk follows results filed as active; ? = inconclusive; . = no result given. These rows are one share of the data. The share of hits here may be higher or lower than overall.

SMILES | RmlC RmlD mix | HIV RNase H inh
COc1ccc(OC)c(NS(=O)(=O)c2ccc(SC)cc2)c1 | -13 | -40
O=C(O)c1cc(-c2ccccc2)n(-c2ccccc2C(=O)O)n1 | 11 | -11
CC(C)(C)n1nnnc1CN1C2CCC1CC(NC(=O)Nc1ccccc1)C2 (centres undefined) | 7 | -7
CCOc1ccc(CN2CCN(c3cc(C)nc4c5c(C)cc(C)nc5nn34)CC2)cc1 | 93 | 2
COc1ccc(-c2nc(CSCC(=O)N3CCN(c4cccc(C)c4)C(C)C3)c(C)o2)cc1OC (centres undefined) | . | -3
COc1cc2c(cc1OC)C(C(=O)O)C(c1cc(Br)c(O)c(OC)c1)N(C)C2=O (centres undefined) | 2 | 23
CCCCCCCCCCCC(=O)N/N=C/c1ccco1 | 1 | .
CN(C)C=C1C(=O)N(C2CCCCC2)C(=O)N(C2CCCCC2)C1=O | -9 | 7
CCc1c(C)c2ccc(OCC(N)=O)cc2oc1=O | 13 | -8
CCc1ccc(C2C3=C(CC(C)(C)CC3=O)Nc3c2c(=O)[nH]c2nc(C)nn32)cc1 (centres undefined) | 12 | -1
CCOc1ccc(N(C(C)C(=O)Nc2ccc(OC)cc2)S(C)(=O)=O)cc1 (centres undefined) | 4 | -2
COC(=O)c1c(C)[nH]c(C)c1-c1ccccc1Cl | -11 | -31
COc1cc(C2=CCN(C(C)=O)CC2)ccc1OC(C)=O | -12 | .
CCCn1c(SCC(=O)Nc2c(CC)cccc2CC)nnc1C(C)C | -22 | 4
CCCCc1ccc(Nc2nc(CCC)cc(=O)[nH]2)cc1 | -5 | -11
O=C(O)C1=C[C@H](c2ccccc2)C[C@H](OCCCCO)O1 | -10 | .
Cc1c(C(=O)Nc2ccccc2N2CCOCC2)sc2nc3n(c(=O)c12)CCC3 | . | -2
COc1ccc(-c2nc(N3CCCC3)[nH]c(=O)c2C#N)cc1 | -10 | -6
COc1ccc(Oc2coc3cc(OC(=O)c4cccs4)ccc3c2=O)cc1 | 29 | .
CCOC(=O)Cc1csc(NS(C)(=O)=O)n1 | 14 | .
Cc1ccc(S(=O)(=O)N(CCO)Cc2cc3ccc(C)c(C)c3[nH]c2=O)cc1 | -12 | -23
COc1ccc2nc3oc(C(=O)N4CCN(c5cccc(Cl)c5)CC4)cc3cc2c1 | 5 | -20
Nc1nonc1-c1noc(CCCN2C(=O)c3ccccc3C2=O)n1 | ? | -2
COc1ccc(OC(=O)c2cccc([N+](=O)[O-])c2)c(C(=O)/C=C/c2cccs2)c1 | 9 | .
NC(=O)c1ccc2c(c1)OCCO2 | -9 | -2

Later entries.
SMILES | RmlC RmlD mix | HIV RNase H inh
CCCCCC(=O)Nc1cccc(C2=NOC3(C2)C[C@H](C(N)=O)N(C(=O)c2ccccc2)C3)c1 (some centres undefined) | 2 | .
CCCC(C(=O)NCc1ccco1)N(C(=O)CNS(=O)(=O)c1ccccc1)c1ccccc1OC (centres undefined) | 3 | 6
CCOC(=O)N1CCC(NCCNC(=O)c2ccccc2)CC1 | 3 | 0
O=C(O)C1=C[C@H](c2cccs2)C[C@H](OCc2ccc(CO)cc2)O1 | 28 | .
O=[N+]([O-])/C=C/c1cn(Cc2ccccc2)c2ccccc12 | 9 | .
CSc1nnc(-c2cnccn2)n1C | -12 | -2
CC(C)(C)OC(=O)NCCCC[C@@H](C(=O)N1CCN(C(=O)OC(C)(C)C)CC1)n1cc(CCC(=O)O)nn1 | -13 | .
Cc1cc(C(=O)CSc2nnc3c(Cl)cc(Cl)cn23)c(C)n1C | -13 | .
c1csc(-c2nc3ccccc3[nH]2)c1 | -3 | 2
O=C(CN1CCN(Cc2ccc3c(c2)OCO3)CC1)Nc1ccc2c(c1)OCCO2 | . | -3
CCS(=O)(=O)N1Cc2ccccc2CC1C(=O)NCC12CC3CC(CC(C3)C1)C2 (centres undefined) | 3 | .
CCN(CC)CCN1C(=O)C(=O)/C(=C(/O)c2c(C)[nH]c(C(=O)OC)c2C)C1c1cccc(OC)c1 (centres undefined) | 57 | -6
CCOc1cc(N2CCOCC2)c(OCC)cc1NC(=O)COc1ncnc2ccc(Br)cc12 | -15 | .
COCc1cc(C)nc(NCCO)c1C#N | 5 | .
C/C(Cn1nc([N+](=O)[O-])cc1C)=N\NC(=O)c1ccc(C(C)(C)C)cc1 | 4 | .
O=C1CC(NCCC2=CCCCC2)C(=O)N1c1cccc(Cl)c1Cl (centres undefined) | 15 | .
Cc1nc(NC(=O)/C=C/c2ccccc2)sc1C(=O)Nc1ccccc1Cl | 37* | .
O=C1OC2(CCCCC2)OC(=O)C1=CNc1nccs1 | -13 | -2
CN(C)NC(=S)Nc1ccc(Cl)cc1 | -1 | .
COc1cc(/C=N/Nc2nn3cnnc3c3ccccc23)ccc1O | 15 | .
Cc1cccc2cc(CN(Cc3nnnn3C3CCCCC3)C3CCCC3)c3nnnn3c12 | -2 | .
CCOC(=O)C1=C(O)c2ccccc2C(=O)/C1=C\c1ccc(CC)cc1 | 3 | .
CC(=O)NC(C)c1nc2ccccc2n1C(C)C (centres undefined) | -16 | -6
CS(=O)(=O)C1=C(O)C(=O)N(c2ccccc2)C1c1ccccc1 (centres undefined) | -4 | 2
CCOC(=O)CN(C(=O)CSc1nnc(-c2ccncc2)n1CCCN(C)C)c1ccccc1 | 10 | -2

Exported as a markdown table: entries from further up.
| structure | RmlC RmlD mix | HIV RNase H inh |
| --- | --- | --- |
| CC(=O)NC(C)c1nc2ccccc2n1C(C)C (centres undefined) | -16 | -6 |
| CCS(=O)(=O)N1Cc2ccccc2CC1C(=O)NCC12CC3CC(CC(C3)C1)C2 (centres undefined) | 3 | . |

Continuation.
SMILES | RmlC RmlD mix | HIV RNase H inh
CCC(=O)c1ccc(OCC(O)Cn2cnc3ccccc32)cc1 (centres undefined) | 0 | -7
CCn1c(CCNC(=O)c2ccc(Cl)cc2)nnc1SCC(=O)NC1CCCC1 | -9 | -3
Clc1ccc(-c2ccc(-c3nn4c(-c5ccco5)nnc4s3)o2)cc1 | -9 | 99*
COC(=O)c1ccccc1NC(NC(=O)c1ccco1)C(=O)c1ccc(C)cc1 (centres undefined) | -19 | 0
CCNc1nc(NC(C)C)nc(Oc2ccc(OCCOc3ccccc3)nn2)n1 | 8 | -1
CCOc1ccccc1C(=O)NC1CC2CCCC(C1)N2C1CC1 (centres undefined) | 14 | -19
CC(=O)c1cccc(N(C(=O)c2ccco2)C(C(=O)NC2CCCC2)c2ccncc2)c1 (centres undefined) | 7 | -5
CC(C(=O)N1CCC2(CC1)OCCO2)C1Sc2ccccc2NC1=O (centres undefined) | 26 | 10
Cc1sc2nc3ccc(NCc4ccco4)nn3c(=O)c2c1C | 76 | .
Cc1cc(C)c(S(=O)(=O)NCc2cn3c(C)csc3n2)c(C)c1 | 10 | -14
CCN1C(=O)/C(=C/c2c(C)nn(C)c2C)SC1=S | 10 | .
Cc1nc(N2CCN(Cc3ccccc3)CC2)nc2c1C(=O)CCC2 | . | -28
Cc1ccc(OCCN2C(=O)CSC2=O)cc1 | -3 | 3
C=CCOc1ccc(C(=O)N(Cc2ccc(N(C)C)cc2)C2CCS(=O)(=O)C2)cc1 (centres undefined) | -19 | -1
COC(=O)C(NC(=O)c1ccco1)(Nc1cc(C)ccn1)C(F)(F)F (centres undefined) | -8 | .
N=C(N)c1ccc(OCCCCCOc2ccc(C(=N)N)cc2)cc1 | 8 | .
CN(C)CCCN1C(=O)C(=O)/C(=C(/O)c2ccc3c(c2)OCCO3)C1c1ccco1 (centres undefined) | . | -4
O=C(c1ccc(COc2c(F)c(F)cc(F)c2F)o1)N1CCN(c2ccccc2)CC1 | -13 | .
O=C(COC(=O)C12CC3CC(CC(O)(C3)C1)C2)NC(=O)NCc1ccco1 | 2 | 2
CCc1c(C)nc2[nH]nc(-c3ccccc3)n2c1=O | -8 | -2
NC(=O)c1ccccc1NS(=O)(=O)Cc1ccccc1 | 8 | 8
CS(=O)(=O)Nc1ccccc1C(=O)N1CCOCC1 | -13 | -2
COc1ccc(Nc2ncc(C(=O)N3CCC(C(N)=O)CC3)c3ccccc23)cc1 | -5 | .
Cc1ccc(C2=[N+]([O-])C3(CCCCC/C3=N\O)N(O)C2(C)C)o1 (centres undefined) | 14 | -3
O=C(CSc1ncccc1-c1nc2ccccc2[nH]1)NC1CC1 | 14 | 0

Carrying on.
SMILES | RmlC RmlD mix | HIV RNase H inh
O=C(NC1CCCC1)C1C2C=CC3(CN(Cc4cccs4)C(=O)C13)O2 (centres undefined) | . | -16
O=C1CC(c2ccccc2Cl)C2=C(COC2=O)N1 (centres undefined) | 7 | .
O=C(C1CCC(=O)N1Cc1ccccc1Cl)N1CCN(c2cccc(Cl)c2)CC1 (centres undefined) | 5 | -28
Cn1ccnc1SCC(=O)Nc1cccc2ccccc12 | -2 | -11
CC(C(=O)NCc1ccccc1)N1C(=O)CN(C)C(=O)c2ccccc21 (centres undefined) | -15 | -9
Cc1ccc(NS(=O)(=O)c2ccc(NC(=O)CSc3ccc(Cl)cc3)cc2)c(C)c1 | 6 | .
O=C(NCc1ccco1)c1ccccc1NS(=O)(=O)c1ccc(Br)s1 | -12 | .
Nc1nc(-c2ccccc2Br)cs1 | 4 | 1
CCN1CCN(C(=O)Cn2c(=O)sc3ccccc32)CC1 | 3 | -1
COC(=O)C1=C(C(=O)OC)C2(OC1c1ccccc1C)C(=O)c1ccccc1C2=O (centres undefined) | 30 | .
Cc1[nH]nc2c1C(=O)CCC2 | 7 | -9
COc1ccc(/C=N/NC(=O)CSc2nnc(CCCc3ccc(OC)c(C)c3)o2)cc1 | 8 | .
COC(=O)CCc1c(C)[nH]c(C(=O)OCc2ccccc2)c1C | -11 | -37
COc1ccc(O)c(C(=O)c2cc(C#N)c(=O)n(-c3c(C)n(C)n(-c4ccccc4)c3=O)c2)c1 | -4 | -25
CC(C)(C)C(=O)NCCCc1nc2ccccc2n1CCCOc1ccc(Cl)cc1 | 11 | .
COc1ccc(NC(=O)C2CCCN(S(=O)(=O)c3ccc4c(c3)oc(=O)n4C)C2)cc1OC (centres undefined) | 6 | .
C=CCn1cc(C(=O)NCCOC)c(=O)c2cc(S(=O)(=O)N(CC)CC)ccc21 | 1 | -1
OC(COc1c(F)cc(Br)cc1F)CN1CCN(c2ccc(F)cc2)CC1 (centres undefined) | . | 9
CC(=O)c1ccc(NC(=O)CCn2c(=O)oc3ccccc32)cc1 | 14 | -20
CCCc1cc(=O)[nH]c(SCC(=O)NCCCC(=O)OCC)n1 | 7 | .
O=C(CN1CCN(C2CCCCC2)CC1)Nc1ccccc1-c1ccccc1 | . | -3
CCOC(=O)c1[nH]c2ccc(OC)cc2c1NC(=O)c1cccc(OC)c1 | 8 | .
CN(Cc1ccccc1)c1ncnc2c1cnn2-c1ccccc1 | 0 | -22
Cc1ccnc(SCC(=O)Nc2c(C)n(C)n(-c3ccccc3)c2=O)n1 | -2 | .
CC(=NCc1ccco1)C1=C(O)c2ccccc2C1=O | 12 | -12

Grouped by structure, the compounds so far containing a thiophene ring, fused or not.
SMILES | RmlC RmlD mix | HIV RNase H inh
Cc1c(C(=O)Nc2ccccc2N2CCOCC2)sc2nc3n(c(=O)c12)CCC3 | . | -2
COc1ccc(Oc2coc3cc(OC(=O)c4cccs4)ccc3c2=O)cc1 | 29 | .
COc1ccc(OC(=O)c2cccc([N+](=O)[O-])c2)c(C(=O)/C=C/c2cccs2)c1 | 9 | .
O=C(O)C1=C[C@H](c2cccs2)C[C@H](OCc2ccc(CO)cc2)O1 | 28 | .
c1csc(-c2nc3ccccc3[nH]2)c1 | -3 | 2
Cc1sc2nc3ccc(NCc4ccco4)nn3c(=O)c2c1C | 76 | .
O=C(NC1CCCC1)C1C2C=CC3(CN(Cc4cccs4)C(=O)C13)O2 (centres undefined) | . | -16
O=C(NCc1ccco1)c1ccccc1NS(=O)(=O)c1ccc(Br)s1 | -12 | .

New compounds follow
SMILES | RmlC RmlD mix | HIV RNase H inh
Clc1ccc(OCCSc2nnnn2C2CCCCC2)cc1 | 13 | .
Cn1c(SCC(=O)c2ccccc2)nnc1-c1cccnc1 | 5 | .
CC(=O)C1=C(O)C(=O)N(CC#N)C1c1cccs1 (centres undefined) | 42 | .
CNc1cccccc1=S | 7 | 1
Cc1cc(C)c(C(=O)CSc2nnc(-c3cccnc3)n2C)c(C)c1 | -4 | .
CCN1C(=O)CC(N2CCC(C(=O)OC)CC2)C1=O (centres undefined) | -10 | -18
CCN(CC)S(=O)(=O)c1cc(NC(=O)COC(=O)CCc2nc3ccccc3s2)ccc1C | 1 | .
C#CCNC(=O)C1=C[C@@H](c2ccccc2)[C@H](CCCO)[C@@H](OCC)O1 | 1 | .
CC1(C)NC(=O)N(CCOCCOc2cccc(Oc3ccccc3)c2)C1=O | -12 | -11
c1csc(-c2cnc3ccccc3n2)c1 | 8 | -43
O=C(CN1CCOc2ccccc21)NCc1ccc(Cl)cc1 | . | -7
Nc1nonc1C(=O)NCCN=Cc1ccccc1O | 12 | .
COc1ccc(OCCOCCN2CCOCC2)cc1 | 6 | .
c1cncc(-c2nnc3n2C2(CCCCC2)Cc2ccccc2-3)c1 | -7 | .
Clc1ccc2[nH]c3c(c2c1)CCc1cn[nH]c1-3 | -9 | -81
CCOC(=O)C1=C(C)N=c2s/c(=C\c3ccncc3)c(=O)n2C1c1ccc2c(c1)OCO2 (centres undefined) | 2 | 20
Cc1cc(C)c2c(n1)nn1c(N3CCN(c4ccccn4)CC3)cc(C)nc21 | . | 0
CCOC(=O)C(C)N1N=C(/C=C/c2ccc(OC)cc2)CCC1=O (centres undefined) | 12 | .

Compound profiles (already shown).
Profile of CCN1C(=O)CC(N2CCC(C(=O)OC)CC2)C1=O (centres undefined) : RmlC RmlD mix: -10; HIV RNase H inh: -18
Profile of Clc1ccc(OCCSc2nnnn2C2CCCCC2)cc1 : RmlC RmlD mix: 13; HIV RNase H inh: .

High-throughput results from PubChem BioAssay.
